CHT inh – inhibitors of human choline transporter CHT. Q9GZV3. CHT-expressing cells, membrane potential dye, choline response; hits give low values. B-score at 10 µM. actives 0.86% (n = 310,000). AID 488975;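 active = B-score over 3 SD under the library average, and starting fluorescence ratio not unusually high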;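 note: choline stimulus applied at its EC90 after an EC20 pre-addition; B-score computed on integrated fluorescence ratio after choline addition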
Target sequence (Q9GZV3 whole entry, looked up): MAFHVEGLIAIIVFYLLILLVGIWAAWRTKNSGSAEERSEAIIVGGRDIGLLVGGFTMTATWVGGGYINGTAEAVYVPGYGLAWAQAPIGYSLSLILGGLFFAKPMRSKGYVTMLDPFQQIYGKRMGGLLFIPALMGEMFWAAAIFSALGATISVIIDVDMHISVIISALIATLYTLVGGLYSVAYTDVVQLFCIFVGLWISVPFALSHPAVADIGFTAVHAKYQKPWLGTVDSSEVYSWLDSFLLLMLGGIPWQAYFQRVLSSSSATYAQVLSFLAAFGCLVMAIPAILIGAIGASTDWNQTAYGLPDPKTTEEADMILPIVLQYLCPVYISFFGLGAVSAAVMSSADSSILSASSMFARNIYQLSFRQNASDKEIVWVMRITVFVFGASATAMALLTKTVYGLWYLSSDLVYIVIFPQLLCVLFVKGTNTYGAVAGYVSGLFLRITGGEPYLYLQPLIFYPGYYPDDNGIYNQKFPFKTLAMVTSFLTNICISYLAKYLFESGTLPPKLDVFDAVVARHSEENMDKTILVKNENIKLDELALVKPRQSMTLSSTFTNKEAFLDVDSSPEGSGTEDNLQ
CHT allo act – allosterically activates the human high affinity choline transporter; CHT-expressing cells, membrane potential dye, choline EC20; hits give high values; LV-AA mutant CHT in HEK293 cells; actives 0.49% (n = 310,000); Q9GZV3; B-score at 10 µM;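 active = initial fluorescence not abnormally high and integrated response B-score, plate-corrected, over 3 SD above library mean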
* marks the source's active call; other numbers are inactive results; i = inactive.

SMILES	CHT inh	CHT allo act
COc1cc2c(cc1OC)C(C(=O)N1CCCCC1)C(c1ccccc1F)N(C)C2=O (stereo not given)	i	i
CCOc1ccc(NC(=O)Cn2c(=O)oc3ccccc32)cc1	i	i
CC1CCN(C(=O)CSc2ccc(-c3ccc4c(c3)OCCO4)nn2)CC1	i	i
Cc1ccc(Cn2c(SCCN3CCCCC3)nc3c2c(=O)[nH]c(=O)n3C)cc1	i	6.5*
COc1ccccc1NC(=O)COC(=O)Cc1c[nH]c2ccccc12	i	i
COc1ccc(NC(=O)c2c(Nc3ccccc3)sc(C(=O)c3ccc(F)cc3)c2N)cc1	i	i
O=C1CC(c2ccccc2)CC(O)=C1C=NCCc1ccccc1 (stereo not given)	i	i
CC(C)CCNC(=O)c1c[nH]c2ccc(S(=O)(=O)N3CCC4(CC3)OCCO4)cc2c1=O	i	i
CCCCc1nc2cc(C(=O)N3CCN(c4cnccn4)CC3)ccc2o1	-9.7*	i
Cc1cc(=O)oc2cc(OCC(=O)N/N=C/c3cc([N+](=O)[O-])ccc3O)ccc12	i	i
N#CCC(CNc1ncc(C(F)(F)F)cc1Cl)OC(=O)c1cccc([N+](=O)[O-])c1 (stereo not given)	i	i
Cc1cc(-c2ccc(S(=O)(=O)N3CCN(C)CC3)s2)on1	i	i
CCOC(=O)C1=NOC(Cn2cc(C#N)c(=O)n(C)c2=O)C1 (stereo not given)	i	i
Cc1ccc(C2NC(c3ccc(C)cc3)C(C)C(=O)C2C)cc1 (stereo not given)	i	i
Cc1ccccc1CNC(=O)COc1ccccc1	i	i
CCOc1ccc(C/C(N)=N/n2cnnc2)cc1	i	i
Cc1cc(NC(=O)c2ccco2)ncc1NC(=O)Cc1ccccc1	i	i
COc1cc(OC)c2ccc(=O)oc2c1C(CCN1CCN(c2ccccc2)CC1)c1ccc2c(c1)OCO2 (stereo not given)	i	i
C=CC(C)(C)c1c(O)c(CC=C(C)C)c(O)c2c(=O)c3ccc(O)c(O)c3oc12	i	i
CCOc1cc(CNc2ncn[nH]2)ccc1OCC(=O)NC(C)(C)C	i	i
CSc1nc(=S)cc(C)[nH]1	i	i
Cc1cc(O)c(C(=O)c2ccccc2C(=O)O)cc1C	i	i
Cc1cccc2c3c([nH]c12)C(=O)CC(C)(C)S3	i	i
COc1ccc(CC(=O)NNC(=O)c2cccs2)cc1	i	i
O=C(NCCOc1ccc(F)cc1)C1CCC(=O)N(CC2CCCCC2)C1 (stereo not given)	i	i
CCC(C(=O)Nc1ccccc1-c1ccccc1)c1ccccc1 (stereo not given)	i	i
O=C(N/N=C/c1cccnc1)c1sc2ccccc2c1Cl	i	i
CN1CCN(C(=O)C23CC4CC(C)(CC(C)(C4)C2)C3)CC1	i	i
NC(=O)C1CCN(C2=C(NS(=O)(=O)c3ccc(Cl)cc3)C(=O)c3ccccc3C2=O)CC1	i	i
Cc1cc(C(=O)NCC(C)C)c2ccccc2n1	i	i

Seven of these compounds in another layout:
Fields – CHT inh | CHT allo act
> Cc1cc(O)c(C(=O)c2ccccc2C(=O)O)cc1C
  i | i
> CCC(C(=O)Nc1ccccc1-c1ccccc1)c1ccccc1 (stereo not given)
  i | i
> CN1CCN(C(=O)C23CC4CC(C)(CC(C)(C4)C2)C3)CC1
  i | i
> NC(=O)C1CCN(C2=C(NS(=O)(=O)c3ccc(Cl)cc3)C(=O)c3ccccc3C2=O)CC1
  i | i
> COc1ccc(CC(=O)NNC(=O)c2cccs2)cc1
  i | i
> Cc1cccc2c3c([nH]c12)C(=O)CC(C)(C)S3
  i | i
> CSc1nc(=S)cc(C)[nH]1
  i | i

(continued)
SMILES	CHT inh	CHT allo act
Clc1ccc(-c2nnc(-c3ccc(Br)cc3)c(N3CCSCC3)n2)cc1	i	i
CC1CCCCN1C(=O)Cn1c(=O)n(C2CCCCC2)c(=O)c2ccccc21 (stereo not given)	i	i
Cc1cccc(COc2ccccc2C(=O)OCC(=O)N(C)c2c(N)n(Cc3ccccc3)c(=O)[nH]c2=O)c1	i	i
CCOC(=O)C(=CNc1ccc(C(F)(F)F)cc1Cl)C(=O)OCC	i	i
N#Cc1cccc(CSc2nnc(CCCO)n2-c2ccccc2)c1	i	i
Cc1ccc(-c2nc3ncccc3o2)cc1NC(=O)CC(C)C	i	i
CCN(CC)C(=O)COc1ccc(/C(C)=N/NC(=O)c2ccccc2Br)cc1	i	i
CCN1C(=O)[C@H]2[C@@H](c3ccc(-c4ccc5c(c4)OCO5)c(OC)c3)N[C@@](CC(C)C)(C(=O)OC)[C@H]2C1=O	i	i
COc1ccc(OC)c(/C=C/C(=O)Nc2ccc3c(c2)CCC3)c1	i	i
CCOC(=O)C(Sc1nn(C)c(=S)s1)C(C)=O (stereo not given)	i	i
O=C(c1cccc(Cl)c1)c1nn(-c2ccccc2)c(=O)cc1C(F)(F)F	i	i
CCCN(CCC)CCCNC(=O)C1c2cc(OC)c(OC)cc2C(=O)N(C)C1c1cccs1 (stereo not given)	i	i
Cc1ccc(C)n1-c1ccc(C(=O)NC2CCN(Cc3ccccc3)CC2)cc1	i	i
O=C(NCCc1ccc(Cl)cc1)C1CCC(=O)N1C1CCCC1 (stereo not given)	i	i
Cc1ccc(Cn2c(C(C)Nc3nc(-c4ccc(C)cc4)cs3)nc3cc(Cl)c(Cl)cc32)cc1 (stereo not given)	i	i
COc1ccc(S(=O)(=O)N2CCN(C(=O)c3cc(C)oc3C)CC2)cc1	i	i
COc1ccc(NC(=O)c2ccco2)cc1NC(=O)c1ccc(C#N)cc1F	i	i
COc1cc(N=c2ssnc2Cl)c(OC)cc1Cl	i	i
CNCc1c(OCc2ccc(F)cc2)ccc2ccccc12	-7.9*	i
CCNc1nc(NCC)n2c(SCC(=O)Nc3ccc(C(F)(F)F)cc3[N+](=O)[O-])nnc2n1	i	i

Structures shown so far containing two or more sulfur atoms (4):
SMILES	CHT inh	CHT allo act
Cc1cc(-c2ccc(S(=O)(=O)N3CCN(C)CC3)s2)on1	i	i
CSc1nc(=S)cc(C)[nH]1	i	i
CCOC(=O)C(Sc1nn(C)c(=S)s1)C(C)=O (stereo not given)	i	i
COc1cc(N=c2ssnc2Cl)c(OC)cc1Cl	i	i

The listing picks up, starting six compounds before the break.
SMILES	CHT inh	CHT allo act
Cc1ccc(Cn2c(C(C)Nc3nc(-c4ccc(C)cc4)cs3)nc3cc(Cl)c(Cl)cc32)cc1 (stereo not given)	i	i
COc1ccc(S(=O)(=O)N2CCN(C(=O)c3cc(C)oc3C)CC2)cc1	i	i
COc1ccc(NC(=O)c2ccco2)cc1NC(=O)c1ccc(C#N)cc1F	i	i
COc1cc(N=c2ssnc2Cl)c(OC)cc1Cl	i	i
CNCc1c(OCc2ccc(F)cc2)ccc2ccccc12	-7.9*	i
CCNc1nc(NCC)n2c(SCC(=O)Nc3ccc(C(F)(F)F)cc3[N+](=O)[O-])nnc2n1	i	i
CCOc1ccc(NC(=O)CC2C(=O)N(c3ccc(OC)cc3)C(=O)N2CCc2ccc(OC)c(OC)c2)cc1 (stereo not given)	i	i
Clc1c2c(nc3ccccc13)CCC2	i	i
C=CCNC(=O)c1c(CSc2ccccc2)noc1C(=O)NCc1ccccc1	i	i
O=C(Nc1ccc(Cl)cc1)OCc1cn(-c2ccc(Cl)cc2)nn1	i	i
CCOc1ccc(N(Cc2nnc3n2CCCCC3)C(=O)Nc2cccc(C)c2)cc1	i	i
CC(C)c1nc(=S)c2ccccc2[nH]1	i	i
CSCCC(NC(=O)C12CC3CC(CC(C3)C1)C2)C(=O)OCC(=O)c1ccc(C)cc1 (stereo not given)	i	i
COc1ccccc1Cn1c(CCCO)nc2ccccc21	i	i
Cc1ccc(NC(=O)CCSc2nc(C)cc(C)n2)cc1	i	i
CN(CC(=O)Nc1ccc(F)c(F)c1F)C(=O)C1CCCO1 (stereo not given)	i	i
COC(=O)c1ccc(C(=O)OC)c(NC(=O)CCS(=O)(=O)Cc2ccccc2)c1	i	i
C=CCn1c(-c2sc(-c3ccccc3)nc2C)n[nH]c1=S	i	i
CCC(C(=O)NCc1ccccc1OC)c1ccccc1 (stereo not given)	i	i
COc1ccccc1CNC(=O)C1CCC(CNS(=O)(=O)c2ccc(F)cc2)CC1 (stereo not given)	i	i
Cc1c(C)n(C(=O)CN2CCN(c3ccccn3)CC2)c2ccccc12	i	i
COc1ccc(CCNC(=O)c2oc3ccc(OC)cc3c2C)cc1	i	i
Cn1nccc1C(=O)NC1CC(C)(C)Cc2c1cnn2-c1ccc(F)cc1 (stereo not given)	i	i
CC(=O)c1nc2ccccc2n1Cc1ccccc1	i	i
COc1ccccc1CNC(=O)C(CCSC)NS(=O)(=O)c1ccc2c(c1)oc(=O)n2C (stereo not given)	i	i
Cc1ccc(/C=N/NC(=O)c2csc3c2CCCC3)cc1	i	i
N#Cc1c(-c2ccccc2)nc(SCC(=O)N2c3ccccc3Sc3ccccc32)[nH]c1=O	i	i
c1ccc(-c2nccc3ccccc23)cc1	i	i
COc1cc(/C=C/c2ccc3c([N+](=O)[O-])cccc3n2)ccc1OCC(=O)O	i	i
CCSC(SCC)[C@H](O)[C@@H](O)[C@H](O)[C@H](O)CO	i	i
O=C(NN1CC(C(=O)OCc2ccc(Br)cc2)CC1=O)c1ccccc1 (stereo not given)	i	i
C=CCNC(=O)COCc1cc(-c2ccc3c(c2)OCO3)on1	i	i
Cc1c(C(C)(C(=O)O)c2c(C)n(C)c3ccccc23)c2ccccc2n1C	i	i
O=C(CN1CCCC1)Nc1ccc(Br)cc1[N+](=O)[O-]	i	i
CC(CNc1nc2ccccc2n2cnnc12)c1ccccc1 (stereo not given)	i	i
CCOC(=O)Nc1ccc2c(c1)N(C(=O)CCN(CC)CC)c1ccccc1CC2	i	i
CC(=O)c1sc(NC(=O)CCS(=O)(=O)c2ccc(C)cc2)nc1C	i	i
COc1ccccc1C(=O)N1CCCN(C(=O)c2ccccc2OC)CC1	i	i
COc1ccc2nc(SCC(=O)NC3CCCC3)c(C)cc2c1	i	i
O=C(c1c(F)cccc1F)N(Cc1ccccn1)C1CC1	i	i
COC(=O)[C@H](C)NC(=O)N1CCC(Cc2ccccc2)CC1	i	i
Cc1ccc(NNC(N)=S)cc1Cl	i	i
Cc1c(C(=O)Nc2ccncc2)sc2nc(-c3ccccc3)cn12	i	i
S=C(Nc1ccccc1Cl)N1CCC(c2ccccc2)C1 (stereo not given)	i	i
Cc1cccc(C(=O)NCC(c2ccco2)N(C)C)c1 (stereo not given)	i	i
COc1ccc(CNC(=O)c2ccc(CS(=O)(=O)Cc3ccccc3F)o2)cc1	i	i
CC(=O)N1c2ccc(S(=O)(=O)N3CCCC(C(=O)NCc4ccccc4)C3)cc2CC1C (stereo not given)	i	i
CC12CCC(c3c(CO)nn(-c4ccccc4)c31)C2(C)C (stereo not given)	i	i
CC(NC(=O)COC(=O)c1ccc2c(c1)OCO2)c1ccccc1 (stereo not given)	i	i
O=C(O)CCC(=O)Nc1ccccc1C(=O)NCc1ccco1	i	i
CCc1c(C(=O)N/N=C/c2sccc2C)nnn1-c1nonc1N	i	i
Cc1cc(C(=O)NNC(=O)c2cccc(S(=O)(=O)N3CCOCC3)c2)c2ccccc2n1	i	i
NC(=O)C1CCCN(C(=O)c2ccc3oc(Cc4ccc(Cl)cc4)nc3c2)C1 (stereo not given)	i	i
Cc1ccsc1-c1nc(CSCC(=O)NCCN2CCCC2)c(C)o1	i	i
CCn1cc(C(C)NC(=O)Nc2ccccc2C(=O)OC)c(C)n1 (stereo not given)	i	i
CCO[C@H]1OC(C(=O)NC2CC2)=C[C@@H](c2ccc(Br)cc2)[C@@H]1CCCO	i	i
(continued)
SMILES	CHT inh	CHT allo act
CC(C)Cc1nc2sc3c(c2c(=O)n1N)CC(C)(C)OC3	i	i
Cc1nc2sc(C(c3cccc(F)c3)N3CCN(C(=O)c4ccco4)CC3)c(O)n2n1 (stereo not given)	i	i
Cc1ccc(O)c(-c2[nH]ncc2C(=O)c2ccc(Br)cc2)c1	i	i
CCn1c(CNC(=O)C(C)(C)C)nc2ccccc21	i	i
CC(COc1ccccc1)N1CCC(CO)(CCc2ccccc2)CC1 (stereo not given)	i	i
N#Cc1ccccc1NC(=O)Nc1ccc(Cl)cc1	i	i
CN1CCN(S(=O)(=O)c2cccc(C(=O)O)c2)CC1	i	i
CC(=O)c1ccc(OCc2cc(C(=O)N(C)Cc3ccccn3)no2)cc1	i	i
Cc1cc(C)c(C#N)c(SCc2ccc3c(c2)OCO3)n1	i	i
CCOc1ccccc1Oc1nc(-c2ccccc2O)nc2ccccc12	i	i
COc1ccc(C2c3c(oc4ccccc4c3=O)C(=O)N2c2ccc(C)cn2)cc1OC (stereo not given)	i	i
COc1ccc(-c2ccc(SCC(=O)Nc3cc(C)on3)nn2)cc1OC	i	i
C=CCNC(=O)N[C@@H](Cc1ccccc1)C(=O)OC	i	i
C[C@@]12CCC=C[C@H]1[C@H](c1ccc(/C=C/c3ccccc3)cc1F)N(Cc1ccccc1)C2=O	i	i
Cc1ccc(C)c(Cn2nnc3c(=O)[nH]c(C(=O)NCC4CCCO4)nc32)c1 (stereo not given)	i	i
O=C1OC(N2C(=O)CC[C@H]2C(=O)Nc2ccc(F)c(F)c2)c2ccccc21 (stereo not given in full)	i	i
Cc1cc(C)c(S(=O)(=O)N2CCOC2CNC(=O)C(=O)NCCc2ccc(S(N)(=O)=O)cc2)c(C)c1 (stereo not given)	i	i
O=C(CCc1ccccc1)Nc1ccc(S(=O)(=O)Nc2nccs2)cc1	i	i
O=Cc1sc([O-])nc1-[n+]1ccc2ccccc2c1	i	i
CC(=O)N1CCc2c(sc(NC(=O)CCS(=O)(=O)c3ccc(C)cc3)c2C(N)=O)C1	i	i
O=C(Cn1c(=S)nc2ccccn21)N1CCc2ccccc2C1	i	i
CC(C)[C@H](NC(=O)Nc1ccccc1F)C(=O)O	i	i
CN(C)C(CNC(=O)c1ccc(NS(=O)(=O)c2ccc3[nH]c(=O)[nH]c3c2)cc1)c1ccccc1 (stereo not given)	i	i
COc1ccc(CNC2CCCC2)c(OC)c1OC	i	i

Source: PubChem BioAssay (Johns Hopkins Ion Channel Center)
